Assay outcomes as filed in PubChem BioAssay.
BRCA1 expr act: qHTS Assay to Identify Small Molecule Activators of BRCA1 Expression | MCF7-BRCA1-FFLuc reporter, luminescence, 48 h; response scale: scaled: vehicle 0%, 10 µM genistein 100% | Potency, µM (doses to about 46.1 µM), without a hit: top-dose activation, usual class: activators | 1.1% of 380,000 active; active = well fitted activation curve with a large enough effect; also: nearly all actives have a fitted effect of over 80% in size; some results filed as inactive show a strong effect at the top dose
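Compounds are tested at multiple concentrations on MCF7 BRCA1-luciferase reporter cells seeded at 2000 per well; after 48 h, a single luminescence end-point is taken and curves fitted to the normalized data.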
The depositor's hits bear a star. Potency is read from the fitted curve at half-maximal effect. This is a subset; count on the stated rates, not on these rows.

structure	BRCA1 expr act
COc1ccc(OC2(C)CCN(Cc3ccc(-c4ccccc4)o3)C2)cc1 (stereo not given)	0.4%
Cc1ccc(S(=O)(=O)Nc2ccc3c(c2)C(=O)c2ccccc2-3)cc1	5.4%
COc1ccccc1-c1cnc2c(Nc3cccc(OC(F)(F)C(F)F)c3)nccn12	13.1%
Cc1ccc2oc(-c3cc(NC(=O)c4ccc5c(c4)OCCO5)cc(C)c3O)nc2c1	9.4%
CS(=O)(=O)N(CC(=O)NCCSc1ccccc1)c1cc(C(F)(F)F)ccc1Cl	9.9%
O=C(NC1CCCCC1)C(CCc1ccccc1)N1CCc2ccccc2C1 (stereo not given)	-6.9%
CC(C)C(=O)N1CCC1(C)C(=O)Nc1ccc(-n2cccc2)cc1 (stereo not given)	8.0%
COc1cc2c(NC3CCN(C)CC3)nc(N3CCN(C)CC3)nc2cc1OCCCN(C)C	-0.2%
COc1ccccc1CNc1ccc(-c2nc(-c3ccco3)no2)cc1[N+](=O)[O-]	0.0%
COc1ccc(NC(=O)C2(C)CCCN2C(=O)C(C)C)cc1OC (stereo not given)	0.0%
COc1ccccc1-c1cnc(C(O)c2ccc(C(C)(C)C)cc2)[nH]1 (stereo not given)	-10.7%
O=C(CCOc1ccccc1)NO	18.6%
Cc1cccc2c1-c1sc(C(=O)NCCCN3CCN(c4cccc(Cl)c4)CC3)cc1CO2	-70.5%
Cn1c(=O)oc2cc(S(=O)(=O)N3CCCC(C(=O)Nc4ccc(Br)cc4F)C3)ccc21 (stereo not given)	3.7%
CC(C)N1CCC1(C)C(=O)Nc1cc(-c2ccccc2)nn1C (stereo not given)	17.5%
CC1(C(=O)NC2CCCC2)CCC(=O)N1CCCn1ccnc1 (stereo not given)	11.6%
Cc1ccc(-c2nnc(Nc3ccc(O)cc3)c3ccccc23)cc1S(=O)(=O)NC(C)(C)CO	-74.8%
CCOc1ccc2ncc3c(-c4ccc(C)cc4)nn(-c4cccc(F)c4)c3c2c1	-0.8%
Cc1ccccc1-c1nc(CS(=O)(=O)CC(=O)NCC(C)c2ccccc2)c(C)o1 (stereo not given)	-25.7%
O=C1C(=Cc2cccc(F)c2)Cc2ccccc21	2.0%
COc1ccc(C(O)c2nc(-c3cccc(C(F)(F)F)c3)cs2)cc1 (stereo not given)	-10.2%
COc1ccc(Br)c(Cn2c(C)c(C(=O)N(C)Cc3ccc(F)cc3)sc2=O)c1	-17.6%
CC(=O)Nc1cncc(-c2cccc(C(=O)N(C)C)c2)n1	-4.7%
CN(C)C(=O)c1ccc(S(=O)(=O)NCc2ccc(Cl)cc2)s1	0.0%
COc1ccc(-c2n[nH]c3c2C(c2ccc(Cl)cc2Cl)NC3=O)cc1 (stereo not given)	-53.1%
COc1cc(CNC(=O)Nc2nnc([C@@H]3C[C@H](O)[C@@H](CO)O3)s2)cc(OC)c1OC	13.0%
COc1ccc(-c2noc(-c3csc([C@@H]4O[C@H](CO)[C@H](O)[C@H](O)[C@H]4O)n3)n2)cc1OC	13.4%
CCOC(=O)c1cc(OC(=O)c2ccc(OC)cc2)n(-c2ccccc2)n1	45.7%
Cc1ccc(F)c(S(=O)(=O)NC(=O)C2(C)CCN2C(=O)Cc2ccsc2)c1 (stereo not given)	7.8%
COc1ccc(CC(=O)NO)cc1OC	0.0%
N#Cc1nc(/C=C/c2ccc(F)cc2)oc1N1CCCCCC1	-6.3%
COc1ccc(Cl)cc1NC(=O)CN(c1cccc(C)c1C)S(=O)(=O)c1ccccc1	-26.3%
COC(=O)c1ccc2nc(-c3ccc(OC)c(OC)c3)c(Cc3cccc(F)c3)n2c1	-6.5%
COC(=O)c1c(SCC(=O)Nc2ccccc2OC)[nH]c2ccccc2c1=O	-30.3%
CC1CCN(S(=O)(=O)c2ccc3c(ccc(=O)n3CC(=O)Nc3cccc(F)c3)c2)CC1	-8.4%
CNc1ncnc2c1ncn2[C@H]1CN(C2CCCC2)C[C@@H](CO)O1	14.4%
COc1ccc(NC(=O)C2(C)Cc3c(-c4cccc(NC(C)=O)c4)ccnc3O2)cn1 (stereo not given)	-54.1%
COCc1nn2cc(-c3ccc(C)cc3)nc2s1	22.4%
COc1cc(OC)cc(C2=Cc3ccccc3C(CC(C)=O)N2c2ccc(-c3cncnc3)cc2)c1 (stereo not given)	0.0%
O=C1CCCC[C@@H](CO)[C@H](O)C[C@H](c2ccccc2)O1	12.1%
CCC(c1nnnn1Cc1ccccc1)N1CCN(C/C=C/c2ccccc2)CC1 (stereo not given)	-6.6%
CCCS(=O)(=O)NC(=O)C1(C)CCCN(C(=O)C2(c3ccc(Cl)cc3)CCCC2)C1 (stereo not given)	0.0%
CCCn1c(=O)sc2cc(NC(=O)c3ccccc3OCC)ccc21	4.9%
NCc1csc(Nc2ccc(C(=O)c3ccccc3)cc2)n1	-29.9%
COc1ccccc1-c1noc2c1C(=O)N(Cc1cn(-c3ccccc3)nn1)CC2	0.0%

Quoted from the entries so far (5 entries):
structure	BRCA1 expr act
CNc1ncnc2c1ncn2[C@H]1CN(C2CCCC2)C[C@@H](CO)O1	14.4%
COc1ccc(NC(=O)C2(C)Cc3c(-c4cccc(NC(C)=O)c4)ccnc3O2)cn1 (stereo not given)	-54.1%
COCc1nn2cc(-c3ccc(C)cc3)nc2s1	22.4%
COc1cc(OC)cc(C2=Cc3ccccc3C(CC(C)=O)N2c2ccc(-c3cncnc3)cc2)c1 (stereo not given)	0.0%
O=C1CCCC[C@@H](CO)[C@H](O)C[C@H](c2ccccc2)O1	12.1%

Three structures from above, sorted by length of the SMILES, falling.
structure	BRCA1 expr act
Cc1ccccc1-c1nc(CS(=O)(=O)CC(=O)NCC(C)c2ccccc2)c(C)o1 (stereo not given)	-25.7%
COc1ccccc1-c1cnc(C(O)c2ccc(C(C)(C)C)cc2)[nH]1 (stereo not given)	-10.7%
COc1ccc(CC(=O)NO)cc1OC	0.0%

Later entries.
structure	BRCA1 expr act
Cc1ccc2nc(-c3ccc(NC(=O)C(F)(F)F)cc3)sc2c1	14.3%
CCc1ccc2oc(-c3cc(NC(=O)c4cccs4)ccc3Cl)nc2c1	-49.4%
N=C(N)n1ncc2c1CCCC2=O	-7.8%
CN(C)c1ccc(/C=C/c2ccnc3c(Cl)ccc(Cl)c23)cc1	4.3%
CC(C)C[C@@H]1Cc2[nH][nH]c(=O)c2[C@H](CCc2ccccc2)O1	-10.9%
COc1ccc(N(C)S(=O)(=O)c2ccc3c(c2)n(C)c(=O)c(=O)n3C)cc1	1.2%
COc1ccccc1NC(=O)Cn1c(=O)n(Cc2ccccc2)c(=O)c2sc3ccccc3c21	-2.4%
Cc1ccc(CNc2ccc(-c3nc(C(C)C)no3)cc2[N+](=O)[O-])cc1	0.0%
COc1ccc(NC(=O)NCCc2c(C)nn(C)c2C)c(OC)c1	1.0%
CCOC(=O)C1=C(CS(=O)(=O)c2ccc(F)cc2)NC(=O)NC1c1ccc(OCC)c(OC)c1 (stereo not given)	-1.7%
Cc1cccc(N2CCN(C(=O)CN3C(=O)COc4ccc(S(=O)(=O)N5CCCC5)cc43)CC2C)c1 (stereo not given)	6.0%
O=C(CNC(=O)C1CCCCC1)OCc1ccccc1	1.2%
Cc1ccccc1NC(=O)CSc1nc2c(oc3ccccc32)c(=O)n1Cc1ccco1	19.7%
COC(=O)c1ccccc1COc1cccn2c(N(C)CC3CC3)c(C)nc12	-9.8%
COc1c([N+](=O)[O-])ccc(N)c1N	-8.3%
O=c1c2sc3ccccc3c2n(Cc2ccccc2F)c(=O)n1-c1ccccc1Cl	8.2%
O=C(Cn1c(=O)n(-c2ccccc2)c(=O)c2c3c(sc21)CCCC3)Nc1ccccc1	10.2%
CCN(CC)c1cc(C)c2cc(NC(=O)/C=C/c3ccccc3Cl)ccc2n1	-19.0%
O=[N+]([O-])c1cc(-c2nc(-c3ccccc3)no2)ccc1NCc1ccco1	-32.0%
CC1(C(=O)NCc2ccccc2)CCC(=O)N1CCCn1ccnc1 (stereo not given)	10.0%
Cc1ccc(C)c(NC(=O)Cn2c(=O)n(CC(=O)NCCc3ccccc3)c(=O)c3ccccc32)c1	7.7%
ClC/C=C/C[n+]1ccccc1Cl	29.9%
CCCCN(C=O)c1c(CC)nc2ccc(C(=O)N(CC)CCN(C)C)cn12	0.0%
CCCCc1c(-c2ccccc2OC)ncn1CCc1cccc(F)c1	-21.2%
COc1cc(F)ccc1-c1csc(C(NC(C)=O)c2ccc(F)c(F)c2)n1 (stereo not given)	-13.9%
Cc1oc2ncn(C)c(=O)c2c1C(=O)N(C)c1ccccc1F	12.7%
COc1ccc2cc3cc(C(=O)NCc4ccc(C)cc4)oc3nc2c1	14.7%
Cc1ccc(NC(=O)CNC(=O)CN2C(=O)c3ccccc3C2=O)cc1	19.4%
C#CCN1CCc2onc(-c3ccccc3OC)c2C1=O	8.2%
COc1ccc(Cl)c(-c2cc(C(=O)NCc3ccco3)[nH]n2)c1	4.7%
Cc1c(C(=O)NCc2ccc(F)cc2)sc(=O)n1Cc1ccc(C(=O)c2ccccc2)cc1	-30.4%
Cc1ccc(C)c(N2CCN(c3ncnc4onc(C)c34)CC2)c1	-8.1%
Cc1ccc(-c2nc(-c3cc4cccc(OCc5cccc(C)c5)c4oc3=O)no2)cc1	1.8%
COC(=O)C(C#N)(CCC(=O)c1ccccc1)CCC(=O)c1ccccc1	5.9%
CCCN1CNc2c(c(=O)[nH]c(=S)n2CCCc2ccccc2)C1	30.7%
Cc1cc(C(F)F)n2nc(C(=O)Nc3ccc(C(C)C)cc3)nc2n1	0.0%
Cc1cccc(N2CCN(S(=O)(=O)c3cc(Cl)ccc3Cl)CC2)c1C	-15.3%
CCOC(=O)[C@]12CCC=C1N(Cc1ccco1)C(=O)[C@H](CC(=O)NCc1ccc(C)o1)C2	-2.0%
Cc1cc(C)c(NC(=O)c2ccc3nc(C(C)C)oc3c2)c(C)c1	14.7%
CC(C)NC(=O)C1CCN(C(=O)c2cnn(-c3ccccc3)c2-n2cccc2)CC1	21.4%
CC(C)(C)c1ccc(-c2nnc(-c3ccccc3NC(=O)c3ccc(F)cc3F)o2)cc1	18.4%
CCC(=O)N1c2ccc(S(=O)(=O)CCC(=O)NCc3cccc(OC)c3)cc2CC1C (stereo not given)	-0.5%
COc1ccc(NC(=S)N2CCN(c3ccc4c(c3)C3CCN(C(=O)OCc5ccccc5)C4C3)CC2)c(OC)c1 (stereo not given)	20.4%
CCCCn1nnnc1C(c1cc2ccccc2o1)N1CCOCC1 (stereo not given)	1.6%
Clc1ccc(-c2cnc3cccnn23)cc1	0.0%
CC(=O)Nc1cncc(-c2ccccc2N(C)C)n1	0.0%
CN(Cc1ccccc1)C(=O)[C@@H]1CCCN1C(=O)[C@@H]1CCCN1C(=O)c1ccc(Cl)cc1	-2.2%
COc1cc(CN2C[C@@H](CO)O[C@@H](n3cnc4c(N5CCN(C)CC5)ncnc43)C2)cc(OC)c1OC	7.6%
Cc1cccc(C(=O)N2CCC(=O)N([C@H](COCc3cccc(Cl)c3)Cc3ccccc3)CC2)c1	0.0%
Cc1ccccc1-c1cnc(C(O)c2ccccc2)[nH]1 (stereo not given)	4.47µM*
Cc1cccc(C)c1-n1nnnc1-c1nc2cc3ccccc3cc2[nH]c1=O	-67.0%
COc1cc(OC)cc(-c2noc([C@@H]3O[C@H](CO)[C@H](O)[C@H](O)[C@H]3O)n2)c1	19.8%
CCCN(C)C1CN(Cc2cn(Cc3ccc(OC)cc3)nn2)S(=O)(=O)C1 (stereo not given)	8.7%
COc1ccc(N2CCN(c3ccc(-c4nc(-c5cccc(C)c5)no4)cc3[N+](=O)[O-])CC2)cc1	0.0%
CCOC(=O)c1sc2ncn(CC(=O)Nc3ccc(C)cc3Br)c(=O)c2c1C	-1.8%
COc1ccc(NC(=O)Cn2c(=O)cc(C)c3c(C)nn(-c4cccc(Cl)c4C)c32)cc1OC	6.8%
CC(C)(C)C1CCc2nc(NC(=O)COc3ccccc3[N+](=O)[O-])sc2C1 (stereo not given)	5.8%
CC(C)(C)C(=O)Nc1cc(-c2cccc(Br)c2)nn1-c1ccccc1	0.6%
CC1(C(=O)Nc2ccc(Cl)c(Cl)c2)CCN1C(=O)CCC1CCCC1 (stereo not given)	-5.3%
COc1ccc(CCNC(=O)CCc2c(C)nc3nc(C)nn3c2C)cc1OC	3.9%

(further entries)
structure	BRCA1 expr act
Cc1nc(-c2ccc(S(=O)(=O)N3CCN(c4cccc(C(F)(F)F)c4)CC3)cc2)co1	-28.8%
Cc1ccc(NC(=O)NCc2ccc3c(c2)CCN3C(=O)c2ccccc2)c(Cl)c1	-5.6%
O=S1(=O)CC(N2CCN(CCO)CC2)CN1Cc1cn(Cc2cccc(Cl)c2)nn1 (stereo not given)	7.8%
COc1ccc(-c2ccc(C(=O)Nc3cccc(NS(C)(=O)=O)c3)c3occc23)c(C)c1	-38.3%
COCCN1C(=O)c2ccccc2C1c1nc2ccccc2[nH]1 (stereo not given)	-1.8%
O=C(NCc1ccncc1)[C@@H]1CCCN1C(=O)[C@@H]1CCCN1C(=O)c1cccs1	1.1%
OC[C@@H]1CCC[C@@H](n2cnc3c(=S)nc[nH]c32)O1	-11.6%
CCOC(=O)C1(C)CCCN(C(=O)C(c2ccccc2)c2ccccc2)C1 (stereo not given)	0.0%
CN(C)CCCNc1nc2cc(-c3cnn(C)c3)sc2c(=O)n1C	12.8%
CC(=O)c1ccc(N2CCN(C(=O)c3cc(S(=O)(=O)N4CCCCCC4)cn3C)CC2)cc1	5.1%
